Phagocyt inh – inhibitors of macrophage phagocytosis | J774A.1 macrophage IgG-bead phagocytosis, imaging | inhibition, % at 5 µM | 110,000 tested, 0.07% active | AID 1029;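 active = inhibition above the mean of the plate negative controls plus 5 SD, cut at about 13% in these data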;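 also: phagocytic index as fraction of beads internalized from green versus red external bead signal; plate controls were DMSO negative control for no effect and cytochalasin-D positive control for full effect; some results beyond the cut were filed as inactive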
Yeast growth inh – yeast BB579 growth reduction in restrictive medium; S. cerevisiae BB579 growth, OD615, 48 h; 140,000 tested, 0.51% active; AID 804; inhibition, % at 10 µM;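 active = inhibition above a set limit, 3 SD over the mean compound inhibition, cut at about 44% in these data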; also: inactives centre near -24
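test system = yeast BB579 (DeaD) | buffer or medium = restrictive CSMM-D medium | doses = single compound dose of 10 µM, 0.25% DMSO final | times = 4 h preincubation and 48 h exposure at 30 °C | technique = culture absorbance at 615 nm | benchmarks = amphotericin B 10 µg/mL, positive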
bCat KO growth – beta-catenin-lacking colon tumor cell growth suppression; 140,000 tested, 1.5% active; viability, % at 10 µM; HCT116 beta-catenin knockout viability, CellTiter-Glo, 60 h; active compounds read low;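 active = viability at or under a set limit, the compound median less 4 SD, cut at about 6% in these data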;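 also: 0% = Hyamine 1622 control at 20 µM and 100% = untreated cell control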
GALR2 blocker – GALR2 (human) receptor antagonism | 140,000 tested, 0.39% active | O43603 | GALR2-expressing cells, antagonist mode | AID 828 | inhibition, % at 4 µM; in the data active = inhibition above about 27%;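 also: cells stimulated with galanin 1-16 at roughly its EC80; 0% = agonist challenge control and 100% = basal control without agonist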
Target sequence (O43603 whole entry, looked up): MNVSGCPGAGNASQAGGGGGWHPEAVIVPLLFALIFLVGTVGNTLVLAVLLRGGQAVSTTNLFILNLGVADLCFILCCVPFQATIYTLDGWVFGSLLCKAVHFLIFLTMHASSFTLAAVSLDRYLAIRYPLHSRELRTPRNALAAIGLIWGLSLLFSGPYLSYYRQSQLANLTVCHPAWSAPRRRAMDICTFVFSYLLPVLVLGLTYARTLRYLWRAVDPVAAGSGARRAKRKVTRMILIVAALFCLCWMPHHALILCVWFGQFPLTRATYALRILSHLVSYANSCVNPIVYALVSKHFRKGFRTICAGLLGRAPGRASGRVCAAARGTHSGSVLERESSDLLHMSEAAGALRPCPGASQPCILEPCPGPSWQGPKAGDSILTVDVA
HCT116 PTEN-null – suppresses growth of cells with PTEN deletion | 140,000 tested, 1.2% active | HCT116 PTEN-null viability, CellTiter-Glo, 60 h; active compounds read low | viability, % at 10 µM | AID 827;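 active = viability at or below a set limit, 4 SD under the median of all tested compounds, cut at about 3.7% in these data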;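 also: PTEN knockout HCT116 line with beta catenin targeted HCT116 as companion control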
MRP-1 activ – activators of MRP-1. H69AR cells + doxorubicin, viability rescue, CellTiter-Glo. viability increase, % at 10 µM. 140,000 tested, 0.61% active. AID 799;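 active = viability gain under doxorubicin at or above a set limit, the compound median plus 3 SD, cut at about 4.7% in these data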;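 also: MRP-1 overexpressing cells given doxorubicin 25 µM after compound pretreatment; 18-22 h compound pretreatment then 72 h with doxorubicin before readout; 0% = doxorubicin-only wells and 100% = vehicle-treated cells without doxorubicin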
E-sel TNF inh – blocks E-selectin expression induced by TNF alpha. HUVEC TNFa-induced E-selectin immunofluorescence, high content. inhibition, % at 2 µM. 120,000 tested, 0.71% active;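 active = inhibition above the batch mean plus 3 SD, and confirmed as a hit on visual image review, cut at about 43% in these data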;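 also: 0% = TNF-stimulated DMSO wells and 100% = unstimulated control wells; not every result past the cut was called active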
Measles CPE – protection of cells from measles virus; AID 841; 140,000 tested, 1.5% active; Measles virus-infected cells, CPE protection, absorbance; protection (pct of control), % at 4 µM; in the data active = protection mostly above about 24%, no sharp cut-off; inactive = mostly below about 26%; also: some compounds called inactive have numbers as strong as hits
NPY Y2 blocker – blocks the human neuropeptide Y Y2 receptor; NPY-Y2 expressing cells, antagonist mode; 140,000 tested, 0.99% active; inhibition, % at 2.7 µM; AID 793; P49146; in the data active = inhibition above about 17%;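 also: 0% = vehicle with agonist challenge and 100% = reference antagonist with challenge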
Target sequence (P49146 whole entry, looked up): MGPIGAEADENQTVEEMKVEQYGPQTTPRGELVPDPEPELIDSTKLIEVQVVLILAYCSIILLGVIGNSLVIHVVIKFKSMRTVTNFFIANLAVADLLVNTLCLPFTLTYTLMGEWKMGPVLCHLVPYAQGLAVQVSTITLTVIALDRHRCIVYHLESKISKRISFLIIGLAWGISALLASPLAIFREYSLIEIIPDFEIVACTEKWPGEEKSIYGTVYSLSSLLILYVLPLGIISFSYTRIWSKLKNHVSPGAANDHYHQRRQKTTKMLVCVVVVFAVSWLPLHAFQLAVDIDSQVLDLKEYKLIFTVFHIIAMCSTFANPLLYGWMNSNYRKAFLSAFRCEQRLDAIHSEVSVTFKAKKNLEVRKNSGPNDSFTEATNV
Yeast life ext – yeast lifespan extension. 130,000 tested, 0.68% active. inhibition of the nicotinamide effect, % at 10 µM. S. cerevisiae growth with nicotinamide, OD615; deaD strain in restrictive glucose medium. AID 775;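 active = inhibition above a set limit, placed 3 SD over the median of all compounds, cut at about 26% in these data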;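 also: 0% = nicotinamide-treated wells and 100% = cells grown without nicotinamide; some compounds called inactive have numbers as strong as hits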
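assay system = DeaD-strain S. cerevisiae | measured by = absorbance at 615 nm | probe or stimulus = nicotinamide 1.5 mM | buffer or medium = CSMM-D glucose medium, restrictive | times = 48 h at 30 °C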
Numbers without * were called inactive; . = not tested or not shown.

No.	Structure	Phagocyt inh	Yeast growth inh	bCat KO growth	GALR2 blocker	HCT116 PTEN-null	MRP-1 activ	E-sel TNF inh	Measles CPE	NPY Y2 blocker	Yeast life ext
1	Cc1cc(NS(=O)(=O)c2ccc(NC(=O)c3ccco3)cc2)nc(C)n1	-2	-8	88	6	87	-0.7	15	3	4	3
2	O=C(CCSc1ccccc1)N1CCOCC1	0	-7	95	-13	104	1.8	13	18	4	-4
3	COCC(=O)Nc1sc2c(c1C(=O)OC)CCCC2	.	-14	92	-4	79	-2.0	-8	32	5	-4
4	C/C(CC(O)c1ccc2ccccc2n1)=N/O (stereo not given)	-1	-61	101	-2	107	1.0	3	3	6	-6
5	CN1CCN(C2=Nc3ccccc3Oc3ccc(Cl)cc32)CC1	.	-60	79	13	70	-2.4	.	8	5	3
6	C=CCNC(=O)CSc1nnc(-c2ccccc2Br)n1-c1cccc(C(F)(F)F)c1	-4	-23	84	6	89	-3.7	.	-2	-1	-3
7	CCN1CCN(c2nc(N)c([N+](=O)[O-])c(Nc3ccc(C)cc3)n2)CC1	-2	17	69	-10	83	-0.3	.	5	7	1
8	CCCCn1c(CNC(=O)CC)nc2ccccc21	2	-11	95	7	97	-1.9	-21	8	3	-5
9	COc1cc(S(=O)(=O)NCc2ccccc2)ccc1Br	2	1	96	-2	92	-0.5	.	8	-2	-1
10	COc1ccc(OC)c(-c2csc(NC(=O)CSc3ccccc3)n2)c1	-1	-26	94	16	102	2.1	.	5	6	1
11	COc1cc(OC)cc(C(=O)Nc2nc(-c3ccccc3)c(-c3ccccc3)o2)c1	-2	-44	21	-17	15	2.7	.	7	5	-2
12	N#CCc1ccc(NC(=O)Nc2cccc(Cl)c2)cc1	-1	-37	105	12	81	1.5	3	3	-3	-17
13	COc1cccc(-n2nnnc2SCC(=O)c2ccc(NC(C)=O)cc2)c1	0	-84	86	-1	100	-0.7	19	7	-3	0
14	CC(C)CNC(=O)c1cccc(NC(=O)c2ccc(NC(=O)c3ccco3)cc2)c1	0	-41	48	-1	40	-2.5	42	19	1	-13
15	CC(=O)Nc1ccc(Cl)c(C(N)=O)c1	4	-21	82	-3	97	-0.8	7	8	1	-10
16	CCOc1cc(C(=O)OCC(=O)Nc2cccc(C)c2)ccc1OCC(=O)N1CCOCC1	-10	-17	97	8	93	0.4	.	20	0	-4
17	COc1ccc(Br)cc1S(=O)(=O)N(CC(=O)N1CCOCC1)c1ccccc1	0	-6	95	2	105	-3.4	1	10	2	-30
18	Cc1noc(C)c1S(=O)(=O)N(CC(=O)N1CCc2ccccc21)c1ccc(C(C)C)cc1	-1	-9	82	-7	88	-2.7	20	24	4	1
19	CCN(CC)CC(=O)N1c2ccccc2Sc2ccc(Cl)cc21	.	-8	87	29*	90	-1.7	19	3	5	.
20	COc1ccc(CN(C(=O)c2nsc(Cl)c2Cl)C(C(=O)NC2CCCC2)c2ccc(C)cc2)cc1 (stereo not given)	-8	-37	37	-1	40	-2.5	.	18	23*	6
21	Cc1cccc(NC(=O)/C(C#N)=C/c2cn(CC(=O)NCc3ccco3)c3ccccc23)c1C	-4	-30	93	6	92	-1.9	.	3	2	3
22	O=C(N/N=C1\CCCc2ccccc21)c1ccc([N+](=O)[O-])cc1	.	1	97	0	74	0.2	4	5	2	.
23	O=C(CC1SC2=NCCN2C1=O)Nc1ccccc1 (stereo not given)	2	13	90	5	90	0.2	3	15	-2	3
24	CCc1ccc(C(=O)NC2CCCCC2)s1	-1	10	92	11	94	-3.0	-10	7	4	-3
25	C[C@H]1CC[C@H]2C(=O)N3[C@H](c4ccccc4Br)[C@@H](C)CC[C@H]3C(=O)N2[C@@H]1c1ccccc1Br	.	-26	2.3*	0	3.0*	-4.3	.	3	12	15
26	CCN(CC)S(=O)(=O)c1ccc(-c2nnc(SC)o2)cc1	1	-66	104	0	108	0.2	11	20	1	-7
27	CN(C)S(=O)(=O)c1ccc(NC(=O)c2cc(F)c(F)cc2Cl)cc1	-4	-39	90	1	87	-2.1	-13	15	2	-5
28	CC(C)NC(=O)N(O)C1N(Cc2ccc3c(c2)OCO3)C(=S)SC1(C)C (stereo not given)	0	-55	97	-8	108	-0.5	3	12	5	-6
29	Cc1ccccc1S(=O)(=O)Cc1ccc(C(=O)N2CC(C)CC(C)C2)o1 (stereo not given)	.	-2	87	-6	80	-1.4	.	1	3	-12
30	C(=C\c1ccccc1)/CSc1nnc(-c2ccccc2)n1Cc1ccco1	1	-63	10	-3	12	-3.4	-13	4	25*	9
31	CS(=O)(=O)N1CCCC(C(=O)NCc2ccco2)C1 (stereo not given)	-1	4	97	-1	95	1.1	11	9	0	-2
32	CCC(=O)NC(=S)Nc1ccccc1C(=O)OC	-10	9	98	-7	100	-2.0	44	3	-1	-6
33	CCOC(=O)C1(CCSC)NC(c2ccco2)C2C(=O)N(CC)C(=O)C21 (stereo not given)	0	-51	98	4	98	-0.2	.	7	-2	6
34	O=C(CC1NC2CCCCC2NC1=O)Nc1ccc2c(c1)OCO2 (stereo not given)	-1	-47	111	-4	111	0.4	-36	12	2	2
35	COc1ccc(-c2c3c([nH]c(=S)c2C#N)CCC3)cc1	.	-47	98	1	103	-1.4	-17	8	1	-9
36	COC(=O)COn1c(-n2nc(C)cc2C)nc2ccccc2c1=O	-1	-36	52	2	74	-2.1	-8	9	0	-6
37	Cc1ccc(N/C(N)=N/c2nc(CSc3ccc(C)cc3)cc(=O)[nH]2)cc1	-3	17	74	-17	82	-2.9	.	34	3	-13
38	CCSc1nnc(NC(=O)C2CCCCC2C(=O)O)s1 (stereo not given)	-1	-27	98	-7	98	-0.5	.	14	1	5
39	CS(=O)(=O)c1ccc2nc(NC(=O)C3CCCCC3)sc2c1	0	-5	47	1	56	-2.5	-27	38*	-1	-11
40	CN(C)S(=O)(=O)c1ccc(N2CCCC2)c(C(=O)Nc2nc(-c3ccc(F)c(F)c3)cs2)c1	-1	-8	89	4	96	-2.3	-6	6	0	3

A second format for part of the listing above.
31. CS(=O)(=O)N1CCCC(C(=O)NCc2ccco2)C1 (stereo not given)
  Phagocyt inh: -1
  Yeast growth inh: 4
  bCat KO growth: 97
  GALR2 blocker: -1
  HCT116 PTEN-null: 95
  MRP-1 activ: 1.1
  E-sel TNF inh: 11
  Measles CPE: 9
  NPY Y2 blocker: 0
  Yeast life ext: -2

32. CCC(=O)NC(=S)Nc1ccccc1C(=O)OC
  Phagocyt inh: -10
  Yeast growth inh: 9
  bCat KO growth: 98
  GALR2 blocker: -7
  HCT116 PTEN-null: 100
  MRP-1 activ: -2.0
  E-sel TNF inh: 44
  Measles CPE: 3
  NPY Y2 blocker: -1
  Yeast life ext: -6

Other entries
No.	Structure	Phagocyt inh	Yeast growth inh	bCat KO growth	GALR2 blocker	HCT116 PTEN-null	MRP-1 activ	E-sel TNF inh	Measles CPE	NPY Y2 blocker	Yeast life ext
41	c1coc(CNC2CCCCCCC2)c1	0	-52	100	15	98	-1.1	5	28	3	2
42	O=C(CCN1C(=O)C2C3C=CC(C3)C2C1=O)Nc1c(F)cccc1F (stereo not given)	.	0	84	-1	91	-2.1	2	3	2	-20
43	CCN(CC)C(=O)CSc1nnc(CNc2ccc(F)cc2)n1-c1ccccc1	.	-20	91	-11	97	-2.3	-3	8	1	.
44	O=C(NCc1cccnc1)C1CCCN(S(=O)(=O)c2ccc(Br)cc2)C1 (stereo not given)	-2	-38	105	-9	83	-4.0	-25	26	1	-3
45	O=S(=O)(NCc1cccnc1)c1ccc(Br)s1	2	-6	89	13	93	0.2	.	6	3	-9
46	O=C(CCCc1nc2ccccc2s1)NCc1ccc(F)cc1	-3	11	91	-3	93	0.3	6	22	4	-4
47	CCC(CC)C(=O)NCCCN1CCOCC1	-3	-32	91	-22	94	-1.7	18	7	1	2
48	Cc1ccc(OCC(O)Cn2c(NCCc3ccccc3)nc3c2c(=O)[nH]c(=O)n3C)cc1 (stereo not given)	-1	-2	94	2	86	-2.6	-16	4	2	-3
49	O=C(CN1CCOCC1)Nc1ccccc1C(=O)O	0	-60	101	-3	97	-1.2	15	14	1	-3
50	COc1cc(OC)cc(C2C(C#N)=C(N)Oc3n[nH]c(-c4cccnc4)c32)c1 (stereo not given)	9	-18	100	2	109	-2.0	-21	9	1	-9
51	Cc1cc(C)nc(NC2=NCC(=O)N2c2ccccc2)n1	-1	-27	96	9	101	-1.7	28	4	1	-3
52	CCOc1ccc(C(=O)NC(Cc2ccccc2)C(=O)OC)cc1 (stereo not given)	.	-32	91	7	96	-1.2	7	2	3	-10
53	COc1cc2c(cc1OC)C(C(=O)Nc1cccc(C)n1)C(c1cccnc1)N(C)C2=O (stereo not given)	.	-35	98	5	93	-1.9	6	21	4	1
54	CCC(C)(C)n1nnnc1C(c1cc(OC)c(OC)c(OC)c1)N1CCN(c2ccccc2)CC1 (stereo not given)	1	-51	88	8	88	0.0	-8	4	2	-6
55	COc1ccc(/C=C2\Sc3ccc(C(=O)N4CCc5ccccc5C4)cc3N(C)C2=O)cc1	-3	-23	86	-2	84	-0.9	.	12	12	3
56	Cc1ccc2nc(-c3ccc(NC(=O)CN4C(=O)NC(C)(c5ccc(OC(F)F)cc5)C4=O)cc3)sc2c1 (stereo not given)	-2	-12	51	-7	33	-6.2	-12	2	-3	-5
57	Cc1cccc(Nc2cnn(C34CC5CC(CC(CC(=O)O)(C5)C3)C4)c(=O)c2Cl)c1	-1	-46	96	-6	108	0.3	27	34	4	-7
58	Cc1c(C(=O)OC(C)C)sc(NC(=O)C2CCCO2)c1C(=O)OC(C)C (stereo not given)	-2	-20	88	-10	85	-0.7	11	3	6	-7
59	CC(=O)NCC(=O)NC(C(=O)Nc1ccc2c(c1)OCCO2)c1ccccc1 (stereo not given)	-3	-14	93	4	100	-1.4	-51	10	-2	0
60	O=c1c2ccccc2nc(-c2ccco2)n1Cc1ccccc1	0	-23	91	-2	89	0.6	5	33	4	-8
61	Cc1cccc(S(=O)(=O)NCC2CCCO2)c1 (stereo not given)	0	-17	89	-2	94	0.3	5	19	1	-8
62	NS(=O)(=O)c1cc2c(cc1Cl)NC(CSCc1ccccc1)=NS2(=O)=O	.	5	96	-4	108	-1.4	-5	13	-3	7
63	CCCCn1c(CN2CCN(c3ccc(F)cc3)CC2)nc2c1c(=O)n(C)c(=O)n2C	0	8	72	-2	72	-2.6	.	2	0	-8
64	O=C(NCC1CCCO1)c1csc2c1CCCCC2 (stereo not given)	-1	-11	85	-1	86	-1.6	.	12	2	-15
65	Cc1nnc(N/N=C/c2cc(C)n(-c3ccc(F)cc3)c2C)n1N	-15	-21	95	8	94	-3.4	10	5	2	-1
66	Cc1ccccc1OCc1nc(-c2ccc(NC(=O)c3ccc4c(c3)OCO4)cc2)no1	-3	-50	61	7	46	-2.6	.	.	0	-8
67	CCOc1ccccc1-c1nc(-c2ccc(C)nc2OC)no1	0	-76	93	-2	99	-0.3	6	8	8	-12
68	CCOC(=O)C1C(c2cc(OC)c(O)c(OC)c2)NC(=S)NC1(O)C(F)(F)F (stereo not given)	-10	-15	103	-10	91	-1.2	72*	36*	1	12
69	CCOc1ccc(NC(=O)COC(=O)c2cccnc2)cc1	-2	-63	104	7	109	-0.6	-2	5	3	-5

Source: PubChem BioAssay

Rows were taken by chance, and some 6.2% of all compounds hit somewhere here.
